# ALDH1A1 inh: inhibitors of human aldehyde dehydrogenase 1A1; P00352; Purified ALDH1A1, NADH fluorescence, propionaldehyde substrate; Potency, µM (top dose mostly 75.3 µM), for the others: top-dose activity, negative = inhibition, usual class: inhibitors; 220,000 tested, 7.3% active; AID 1030; active = well fitted inhibition curve with a large enough effect, not every such curve was filed as active; inconclusive = small, poorly fitted or top-dose-only effect, or another doubt; inactive = no such curve, though single readings can be large or run the other way;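 also: plate controls were no enzyme wells and a reference inhibitor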
# SMN2 splice enh: increases expression of the SMN2 splice variant | HEK293 SMN2-luciferase splicing reporter, luminescence, 30-36 h | Potency, µM (titrated, usually from 46.1 µM), inactives show at the highest dose activity change, positive = activation, actives largely listed as activators | 210,000 tested, 2.8% active; also: % of control where 0% means no effect; nearly all actives have a fitted effect of over 55% in size
#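 HEK293 cells carry an SMN2 minigene-luciferase reporter in which exon 7 inclusion puts luciferase in frame. Cells were seeded at 2000 cells/well, attached for 10-12 hours, then exposed to compounds for 30-36 hours at 37C before ONE-Glo luminescence.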
# LMNA splice mod: changes lamin A minigene splicing in HeLa cells; 200,000 tested, 0.01% active; HeLa LMNA splicing GFP/RFP minigene ratio, 48 h; AID 1487; Potency, µM (doses to about 46.1 µM), for inactives: top-dose ratio change, negative = inhibition, usual class: inhibitors; active = well fitted inhibition curve with a large enough effect in the signal ratio, with a control signal flat, not every such curve was filed as active; inconclusive = small, poorly fitted or top-dose-only effect, or effect the other way, or a change in a side signal; the % refers to the signal ratio; also: % is scaled to controls: 0 for no effect and ±100 for the full control effect
#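 S3 HeLa stable clones carrying a lamin A-EGFP splicing minigene plus DsRed2 were seeded at 600 cells/well in Opti-MEM with 2% FBS, pin-dosed and incubated 48 h at 37°C. Acumen cytometry (488 nm) gave the GFP/RFP total-intensity ratio.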
# L3MBTL1 inh: inhibitors of human L3MBTL1; 230,000 tested, 0.66% active; Potency, µM (highest dose often 57.1 µM), without a hit: top-dose activity, negative = inhibition, hits mostly inhibitors; AID 485360; AlphaScreen L3MBTL1–H3K9me1 peptide binding; Q9Y468; also: % is scaled to controls: 0 for no effect and ±100 for the full control effect; nearly all actives have a fitted effect of over 60% in size
#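 AlphaScreen proximity signal between nickel-chelate acceptor and streptavidin donor beads (final 10 ug/mL) reports binding of 50 nM L3MBTL1 to 75 nM biotin-H3 K9me1 peptide; complex incubated with compounds 30 min at room temperature; cefsulodin titration as control.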
# RECQ1 inh: RECQ1 (human) helicase inhibition; P46063; Potency, µM (doses to about 57.3 µM), inactives show at the highest dose activity, negative = inhibition, actives largely listed as inhibitors; 240,000 tested, 0.54% active; RECQ1 DNA unwinding, red fluorescence kinetic read;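 also: plate controls were vehicle for no effect and no enzyme for full effect; nearly all actives have a fitted effect of over 30% in size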
# Target sequence (P46063 whole entry, looked up): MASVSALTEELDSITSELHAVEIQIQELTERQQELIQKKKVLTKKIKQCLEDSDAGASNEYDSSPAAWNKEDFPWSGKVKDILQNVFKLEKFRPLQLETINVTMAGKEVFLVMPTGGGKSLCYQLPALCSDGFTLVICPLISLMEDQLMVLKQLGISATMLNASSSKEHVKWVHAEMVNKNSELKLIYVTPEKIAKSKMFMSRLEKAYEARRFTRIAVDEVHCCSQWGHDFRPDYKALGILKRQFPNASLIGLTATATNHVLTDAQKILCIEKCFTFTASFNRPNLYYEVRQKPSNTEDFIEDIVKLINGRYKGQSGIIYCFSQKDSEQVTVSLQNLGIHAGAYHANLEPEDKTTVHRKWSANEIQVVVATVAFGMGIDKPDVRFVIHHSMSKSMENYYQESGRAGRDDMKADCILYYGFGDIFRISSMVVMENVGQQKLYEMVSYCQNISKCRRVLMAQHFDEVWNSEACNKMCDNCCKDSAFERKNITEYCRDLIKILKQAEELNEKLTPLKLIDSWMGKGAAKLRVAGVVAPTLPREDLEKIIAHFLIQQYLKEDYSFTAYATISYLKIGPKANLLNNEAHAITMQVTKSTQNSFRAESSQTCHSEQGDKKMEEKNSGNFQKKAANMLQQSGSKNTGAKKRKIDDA
#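 50 nM RECQ1T1 preincubated 15 min with compound in Tris pH 8.0 buffer with MgCl2, DTT, Tween-20 and 2.5 ug/ml poly(dI-dC); started with 200 nM TAMRA/BHQ-2 forked duplex and 2 mM ATP. Unwinding read as fluorescence (525/598 nm), two reads 2 h apart.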
# Tau ThT inhib: blocks human tau fibril formation measured by thioflavin T; 270,000 tested, 2.1% active; P10636; recombinant tau K18 P301L (four-repeat tau fragment), heparin-induced fibrillization, ThT fluorescence; Potency, µM (titrated, usually from 57.4 µM), for inactives: top-dose activity, negative = inhibition, hits mostly inhibitors; also: % is scaled to controls: 0 for no effect and ±100 for the full control effect; nearly all actives have a fitted effect of over 55% in size
#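 Aggregation was driven by heparin (20 uM final) acting on recombinant tau […] bearing P301L in 100 mM sodium acetate pH 7; fibrils were detected with Thioflavin T.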
# JMJD2E inh: blocks human JMJD2E demethylase activity. JMJD2E catalytic domain, FDH-coupled NADH fluorescence (FDH is formaldehyde dehydrogenase). 230,000 tested, 1.6% active. B2RXH2. Potency, µM (doses to about 57.1 µM), for the others: top-dose activity change, negative = inhibition, most hits filed as inhibitors; active = well fitted inhibition curve with a large enough effect, not every such curve was filed as active; inconclusive = small, poorly fitted or top-dose-only effect, or another doubt; inactive = no such curve, though single readings can be large or run the other way;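 also: 0% = wells with enzyme and -100% = buffer wells without enzyme; nearly all actives have a fitted effect of over 50% in size; many of its hits are not listed in these tables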
# Target sequence (B2RXH2 1-337 limits assumed): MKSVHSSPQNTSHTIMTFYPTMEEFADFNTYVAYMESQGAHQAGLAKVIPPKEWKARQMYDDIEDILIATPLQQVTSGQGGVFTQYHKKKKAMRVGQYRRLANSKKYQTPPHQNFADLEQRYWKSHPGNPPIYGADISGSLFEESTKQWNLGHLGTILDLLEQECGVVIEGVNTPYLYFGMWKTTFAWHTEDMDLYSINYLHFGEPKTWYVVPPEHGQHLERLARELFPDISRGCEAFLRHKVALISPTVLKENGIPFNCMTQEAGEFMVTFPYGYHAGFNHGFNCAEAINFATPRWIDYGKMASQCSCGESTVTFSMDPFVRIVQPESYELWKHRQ
# Luc counter: Kinase-Glo luciferase inhibition (counter-screen) | Q27757 | Kinase-Glo luciferase, ATP luminescence, 8 min | Potency, µM (highest dose often 38.3 µM), without a hit: at the highest dose activity change, negative = inhibition, hits mostly inhibitors | 200,000 tested, 0.28% active | AID 1379; also: % is scaled to controls: 0 for no effect and ±100 for the full control effect; nearly all actives have a fitted effect of over 60% in size
#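 Kinase-Glo luciferase light output from ATP and luciferin was measured with 10 uM ATP, within the enzyme's linear range. Buffer: 50 mM imidazole pH 7.2, 50 mM KCl, 7 mM MgCl2, 0.01% Tween 20, 0.05% BSA; luminescence read after 8 min at ambient temperature.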
# * hit, by the source's call; i = inactive; ? = inconclusive; · = no result given; [ ] = dose if it differs, or a comment. Unless noted, calls follow the shape of the dose curve; as a rule, active = well fitted curve in the direction sought with a large enough effect; inconclusive = small, poorly fitted or top-dose-only effect, or another doubt; inactive = no such curve, though single readings can be large; an effect the other way counts as inactive or inconclusive. Potency is read from the fitted curve at half-maximal effect.
SMILES,ALDH1A1 inh,SMN2 splice enh,LMNA splice mod,L3MBTL1 inh,RECQ1 inh,Tau ThT inhib,JMJD2E inh,Luc counter
COc1ccc(NCc2nnc(SCC(=O)N3CCCc4ccccc43)o2)cc1,?,-5%,-3%,-6%,-4%,-13%,-4%,-6%
CCc1ccccc1NC(=O)CSc1nc2ccccc2n1CC(=O)N(C)C,8%,13%,-2%,·,-4%,9%,6%,1%
CC(=O)NC(CC(=O)O)C(=O)NC(CCC(=O)O)C(=O)O (stereo not given),-2%,4%,-8%,·,-7%,1%,3%,-1%
Cc1ccccc1NC(=O)c1c(C)[nH]c(=S)c(C#N)c1-c1ccc(Cl)cc1,·,·,·,-2%,-20%,-18%,7%,·
Cc1cc(C(=O)COC(=O)C2COc3ccccc3O2)c(C)n1CC1CCCO1 (stereo not given),-6%,-4%,-9%,-10%,i,-16%,-1%,2%
Cc1c(-c2ccccc2)[n+](=O)c(-c2ccc(Br)cc2)c(C)n1[O-],·,·,·,0%,i,-10%,7%,·
O=C(O)C1CCC(=O)N1Cc1ccccc1Cl (stereo not given),-3%,?,-10%,0%,i,-3%,5%,7%
CC(C)CCNC(=O)NC(=O)COc1ccccc1C#N,-7%,18%,2%,-5%[11.4 µM],-8%,-10%,0%,0%
COc1cc(C(=O)N2CCN(Cc3ccccc3C(F)(F)F)CC2)cc(OC)c1OC,?,-15%,?,-9%,-5%,-2%,3%,-4%
Cc1ccsc1C(=O)OCC(=O)Nc1sccc1C(N)=O,-4%,22%,0%,2%,-1%,?,12%,-11%
O=C(Nc1cccc2ccccc12)c1ccccc1NS(=O)(=O)c1cccc2cccnc12,7%,-1%,-8%,1%,-2%,-9%,-1%,0%
CCOC(=O)/C=C/C(=O)Nc1ccc(S(=O)(=O)N(C)c2ccccc2)cc1,25µM*,-2%,·,·,-10%,?,-1%,1%
O=C(N/C(=C/c1ccc(Br)cc1)C(=O)N1CCOCC1)c1cccs1,-10%,·,·,3%,i,2%,?,2%
CCOc1cc(CO)ccc1OCC(=O)N1CCCCC1,5%,·,-6%,·,i,-1%,2%,21%
Cc1ccc(CN2C(=O)CCC2C(=O)NCc2ccccc2Cl)cc1 (stereo not given),-4%,26%,·,·,0%,-5%,-6%,2%
Cc1ccc(-c2nc3c4ccccc4ccn3c2CN2CCCCC2)cc1,·,·,·,-4%,4%,?,?,·
COCC(C)OC(=O)c1c(N)n(-c2ccc(OC)c(OC)c2)c2nc3ccccc3nc12 (stereo not given),-1%,·,·,1%,10%,-13%,?,·
Cc1ccc(NC(=O)CN2CCC3(O)CCCCC3C2c2ccc3c(c2)OCO3)c(C)c1 (stereo not given),-14%,7%,4%,-5%,i,-6%,-1%,3%
CN(C)c1cc(-c2cccc([N+](=O)[O-])c2)oc(=O)c1Cl,·,·,·,4%,-10%,-5%,4%,·
O=C(/C=C/Sc1ncn[nH]1)c1ccc(Cl)cc1,8.9µM*,-101%[inhibitor],?,-4%,-4%,?,7.1µM*,-3%
Cc1onc(-c2c(Cl)cccc2Cl)c1C(=O)N=C(N)N1CC(C)OC(C)C1 (stereo not given),·,·,·,10%,-5%,2%,6%,·
CC1(C)OC(=O)N(c2cccnc2)C1(C)O (stereo not given),8%,3%,-17%,-4%,-2%,-1%,1%,0%
CCC(=O)Nc1nc(C)c(C(=O)N2CCCCC2)s1,?,1%,-2%,-4%,-12%,-2%,-3%,-1%
O=C(O)c1ccc(Oc2ccccc2)o1,2%,·,·,-5%,-2%,11%,1%,·
Cc1ccc(NC(=O)CN2CCN(CCN=CC3=C(O)CC(C)(C)CC3=O)CC2)cc1,-14%,23%,11%,7%,-14%,2%,1%,-1%
Cc1cc(NC(=O)CC(C)(C)C)nc2c1c(=O)oc1ccccc12,?,-11%,-10%,17%[11.4 µM],0%,7%,-2%,0%
CCOCCOc1nc2c(c(=O)n(C)c(=O)n2C)n1CCc1ccccc1,?,-35%[inhibitor],?,-19%,2%,2%,0%,0%
CCCCSc1nnc2c(n1)OC(C(=O)c1ccccc1)Nc1ccccc1-2 (stereo not given),20µM*,1%,5%,·,-2%,32µM*,0%,15%
c1ccc(CN2CCN(c3nc4ccccc4c4ccccc34)CC2)cc1,?,-19%,?,·,-10%,?,?,-1%
COc1ccc(C(=O)N2CCC(C(=O)c3c(C)cc(C)cc3C)CC2)cc1,22µM*,·,·,-7%,-5%,-24%,-17%,·
CCCCn1c(=O)c(C(=O)c2ccccc2)nc2ccccc21,22µM*,-17%,21%,-1%,1%,-9%,0%,0%
CC(C)C(OC(=O)c1nsc(Cl)c1Cl)C(=O)NCc1ccc2c(c1)OCO2 (stereo not given),-5%,10%,3%[0.0737 µM],3%,-13%,6%,0%,0%
Cc1ccc(S(=O)(=O)NC2CCCc3ccccc32)cc1C (stereo not given),10µM*,-14%,4%,·,-2%,-13%,-4%,15%
CCOc1ccc(Nc2cc(=O)n(C)c(=O)n2C)cc1,-2%,-2%,9%,2%,1%,-12%,-1%,-1%
CCOc1ccc2[nH]c3c(N4CCC5(CC4)OCCO5)ncnc3c2c1,?,·,·,-6%,-13%,?,?,·
COc1ccc(-c2cc(=O)[nH]c(NCc3ccccc3)n2)cc1,?,·,-1%,7%[11.4 µM],i,-5%,?,0%
COc1cccc(NC(=O)N2CCCC2C(=O)Nc2ccc3c(c2)OCCO3)c1 (stereo not given),-10%,-1%,-15%[9.22 µM],6%,-8%,1%,6%,-3%
O=C(NNC(=O)C1CC(c2cccnc2)=NO1)Nc1ccccc1F (stereo not given),-8%,-1%,·,22%,1%,0%,13%,-1%
CC(=O)N(c1ccccc1C)C1CCCC1,10%,-6%,?,8%,-1%,-5%,4%,-3%
COc1ccc(NC(=O)C2CCCN2C(=O)Nc2ccccc2)cc1OC (stereo not given),5%,5%,7%,-4%,-2%,-5%,4%,0%

# Retrieved one by one from above:
SMILES,ALDH1A1 inh,SMN2 splice enh,LMNA splice mod,L3MBTL1 inh,RECQ1 inh,Tau ThT inhib,JMJD2E inh,Luc counter
O=C(/C=C/Sc1ncn[nH]1)c1ccc(Cl)cc1,8.9µM*,-101%[inhibitor],?,-4%,-4%,?,7.1µM*,-3%
CCOc1cc(CO)ccc1OCC(=O)N1CCCCC1,5%,·,-6%,·,i,-1%,2%,21%

# The results go on.
SMILES,ALDH1A1 inh,SMN2 splice enh,LMNA splice mod,L3MBTL1 inh,RECQ1 inh,Tau ThT inhib,JMJD2E inh,Luc counter
C=CCC(O)(CC=C)C(C)N (stereo not given),12%,·,·,4%,-4%,-10%,-7%,-3%
CN(NC(=O)/C=C/C(=O)O)c1ncc(C(F)(F)F)cc1Cl,2.8µM*,-10%,-8%[46 µM],-19%,-1%,-7%,-4%,-2%
Cc1cccc(NC(=O)CSc2nnc(NC(=O)c3ccc(S(=O)(=O)N4CCOCC4)cc3)s2)c1C,?,28%,4%,3%,-8%,-11%,·,1%
Cc1nn(-c2ccccc2)c(-n2cccc2)c1C(=O)O,6%,-26%,0%,5%,-2%,-5%,-4%,0%
CC(C)(C)c1ccc(C(=O)NCCC(=O)N2CCN(c3ncccn3)CC2)cc1,-12%,-5%,-6%,·,i,-7%,-27%,18%
COCCNC(=O)c1nn(-c2cc(OC)cc(OC)c2)c(=O)c2ccccc12,?,?,8%,·,7%,-6%,1%,1%
CC(C)(C)Cc1nc2ccccc2n1CCc1ccccc1,3%,10%,26%,·,-12%,-8%,14%,0%
CCCCCCCCC(=O)Nc1cc(C)ccc1OC,6%,-13%,-11%,69%[activator],-5%,-8%,0%,1%
COCC(=O)C(C(=O)OC)[C@H](CCc1ccccc1)NC(=O)OC (stereo not given in full),-7%,1%,·,·,-2%,3%,3%,-2%
CSc1cccc(NC(=S)N(C(C)C)C(C)c2ccccn2)c1 (stereo not given),?,-36%[inhibitor],12%[46 µM],·,-1%,-9%,6%,0%
CCOC(=O)N1CCC(=NNC(=O)NC2CCCCC2)CC1,0%,25%,-5%[46 µM],-6%[11.4 µM],-1%,-4%,21%,-1%
Clc1ccc(Cn2c(-c3cccnc3Cl)nc3ccccc32)c(Cl)c1,-2%,17%,8%,-9%,-10%,-7%,-8%,0%
COc1ccc(C(=O)NNC(=S)NC(=O)c2ccccc2[N+](=O)[O-])cc1,-9%,-8%,?,17%,10%,?,1%,2%
CC1CCCCC1NC(=O)C(=O)NCC1CCCO1 (stereo not given),6%,13%,-6%,0%,0%,-2%,11%,3%
CCOC(=O)c1cc(-c2ccccc2)sc1NC(=O)C(C)Sc1nnc(C)s1 (stereo not given),1%,-2%,?,-3%,-14%,-3%,-13%,1%
CC(C)NC(=O)CN1C(=O)NC(CCc2ccccc2)C1=O (stereo not given),3%,5%,10%,-1%,-10%,-5%,-1%,0%
CCOc1cc(/C=N/NC(N)=O)ccc1OCC(=O)Nc1ccc(C)c(C)c1,-15%,·,·,-12%,i,?,4%,4%
O=C(NCCCn1ccnc1)c1cccnc1,-3%,-4%,-9%,5%,i,0%,2%,-1%
CCC(=O)N1c2ccccc2NC2=C(C(=O)CCC2)C1c1ccc(N(C)C)cc1 (stereo not given),-8%,·,6%,-2%,i,-10%,-7%,·
CCc1ccc(OS(=O)(=O)c2cn(C)c(=O)n(C)c2=O)cc1,5%,-10%,·,-4%,-1%,3%,3%,1%
C#CCn1cc(C=C2C(=O)c3ccccc3C2=O)c2ccccc21,?,22%,-17%,7%,-5%,?,14%,-3%
CC(=O)C1=NN(c2ccc(Cl)cc2)C(c2ccc3c(c2)OCO3)N(C(C)=O)N1C (stereo not given),-7%,·,·,?,-1%,-17%,-10%,·
COc1ccccc1N1CCN(C(=O)c2cc(C(C)(C)C)oc2C)CC1,?,·,·,-12%,1%,?,10%,·
CCCCn1c(-c2csc3c2CCCC3)n[nH]c1=S,?,-30%,-11%,·,-6%,?,-7%,6%

# Compound activity as filed in PubChem.

# A portion of the library. The share of hits here may be higher or lower than overall.
